Source: PubChem (National Center for Advancing Translational Sciences (NCATS))
EPAC1 ag: activates human EPAC1 exchange factor; actives 0.073% (n = 360,000); O95398; Potency, µM (titrated, usually from 154 µM), without a hit: at the top dose activation, most hits filed as activators; EPAC1 agonist qHTS, biochemical assay; response scale: 100% = response to 6.5 mM cAMP; also: nearly all actives have a fitted effect of over 60% in size
Target sequence (O95398 whole entry, looked up): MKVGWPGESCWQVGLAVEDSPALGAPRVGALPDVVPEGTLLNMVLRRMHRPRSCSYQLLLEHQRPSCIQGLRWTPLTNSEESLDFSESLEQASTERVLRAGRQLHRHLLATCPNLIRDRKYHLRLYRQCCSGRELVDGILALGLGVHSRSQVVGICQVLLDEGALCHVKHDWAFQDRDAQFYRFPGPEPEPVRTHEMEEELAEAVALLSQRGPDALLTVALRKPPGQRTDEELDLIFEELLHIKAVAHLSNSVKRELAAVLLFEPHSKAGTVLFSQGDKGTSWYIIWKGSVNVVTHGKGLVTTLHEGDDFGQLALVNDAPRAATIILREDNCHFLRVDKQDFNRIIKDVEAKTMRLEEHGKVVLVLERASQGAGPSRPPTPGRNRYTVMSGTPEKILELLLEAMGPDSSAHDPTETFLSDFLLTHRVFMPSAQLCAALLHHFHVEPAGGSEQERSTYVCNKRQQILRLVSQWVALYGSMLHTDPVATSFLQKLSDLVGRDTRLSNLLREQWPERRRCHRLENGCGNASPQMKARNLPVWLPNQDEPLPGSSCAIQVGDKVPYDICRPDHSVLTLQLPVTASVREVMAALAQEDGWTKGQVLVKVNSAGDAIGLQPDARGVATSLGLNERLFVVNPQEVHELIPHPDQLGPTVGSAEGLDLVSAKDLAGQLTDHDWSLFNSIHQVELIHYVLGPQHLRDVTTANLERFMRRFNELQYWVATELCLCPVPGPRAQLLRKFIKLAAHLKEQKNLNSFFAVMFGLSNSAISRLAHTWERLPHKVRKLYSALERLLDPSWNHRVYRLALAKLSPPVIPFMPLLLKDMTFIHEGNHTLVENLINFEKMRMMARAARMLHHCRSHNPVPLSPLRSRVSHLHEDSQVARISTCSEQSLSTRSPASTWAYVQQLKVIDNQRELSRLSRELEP
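Nucleotide exchange assay: 100 nM EPAC1 with 250 nM Rap1B loaded with BODIPY-GDP and 50 uM GDP, room temperature. Fluorescence (480/540 nm) read every 5 min for 30 min; signal change normalized to 6.5 mM cAMP as full agonist.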
aSyn yeast inh: rescues yeast growth from alpha-synuclein toxicity | actives 0.14% (n = 370,000) | Potency, µM (series often up to 46.1 µM), without a hit: top-dose growth rescue (activation), hits mostly activators | AID 652106 | Yeast expressing alpha-synuclein, growth rescue, BacTiter-Glo, 24 h; also: % of control where 0% means no effect; nearly all actives have a fitted effect of over 65% in size
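Rescue of yeast growth: cells expressing toxic alpha-synuclein, induced in galactose at OD600 0.02, incubated with compound 24 h at 30 C. ATP luminescence quantified growth; inhibitors of toxicity appear as activators.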
FUS suppressor: FUS proteinopathy suppression in yeast | actives 0.24% (n = 390,000) | Potency, µM (series often up to 76.6 µM), for the others: top-dose growth rescue (activation), usual class: activators | S. cerevisiae FUS-expressing, growth rescue, OD600, 24 h | AID 1347120;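 also: plate controls were DMSO vehicle for no effect and reference control for full effect; nearly all actives have a fitted effect of over 55% in size; some results filed as inactive show a strong effect at the top dose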
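Quantitative HTS measuring growth restoration of FUS-toxic yeast. Galactose-induced cells (OD 0.005) were exposed 24hr at 30C to compounds at several concentrations, then absorbance at 600 nm was recorded.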
TDP-43 yeast inh: TDP-43 toxicity inhibition in yeast; TDP-43 expressing yeast growth rescue, BacTiter-Glo, 24 h; Potency, µM (titrated, usually from 46.1 µM), for the others: at the highest dose growth rescue (activation), usual class: activators; actives 1.8% (n = 410,000); AID 652104; also: % of control where 0% means no effect; nearly all actives have a fitted effect of over 50% in size
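Cell-based yeast growth screen: TDP-43 expression induced in galactose, inoculum OD600=0.02 after raffinose pregrowth to mid-log. Read-out BacTiter-Glo luminescence at 24 hr, 30 deg C; inhibition of toxicity seen as signal increase.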
EPAC1 antagonist: antagonists of human EPAC1. AID 720709. actives 0.14% (n = 360,000). O95398. EPAC1 GEF assay, Rap1b-BODIPY-GDP exchange fluorescence. Potency, µM (top dose mostly 115 µM), for inactives: at the highest dose activity change, negative = inhibition, hits mostly inhibitors;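 also: plate controls were vehicle for no effect and positive control for full effect; nearly all actives have a fitted effect of over 50% in size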
PTHR1 agonist: agonists of human PTHR1 parathyroid hormone receptor; Potency, µM (top dose mostly 115 µM), for inactives: at the highest dose activation, usual class: activators; actives 0.075% (n = 410,000); HEK293 GP2 PTHR1 cells, GloSensor cAMP luminescence, 1 h; AID 743266; also: nearly all actives have a fitted effect of over 55% in size; some results filed as inactive show a strong effect at the top dose; inactives centre near -15; many of its hits are not listed in these tables
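HEK-293-derived GP2 cells expressing PTHR1 and a GloSensor cAMP reporter, 3,000/well, plated overnight, given luciferin plus IBMX (each 0.5 mM as added) for 1 h at 37 °C, then compound for 1 h at 37 °C. Luminescence was read after 15 min at room temperature.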
EPAC2 antagonist: blocks human EPAC2 exchange factor; EPAC2 GEF exchange of Rap1B-BODIPY-GDP, fluorescence; Potency, µM (top dose mostly 114 µM), without a hit: at the highest dose activity, negative = inhibition, hits mostly inhibitors; Q8WZA2; actives 0.18% (n = 360,000); also: % is scaled to controls: 0 for no effect and ±100 for the full control effect; nearly all actives have a fitted effect of over 45% in size; many of its hits are not listed in these tables
EPAC2 ag: agonists of human EPAC2 (RAPGEF4) | EPAC2 activation, biochemical qHTS; response scale: 100% = 6.5 mM cAMP response | Q8WZA2 | Potency, µM (highest dose often 154 µM), for the others: top-dose activation, usual class: activators | actives 0.079% (n = 360,000); also: nearly all actives have a fitted effect of over 50% in size
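Compounds were titrated in qHTS against a Rap1B-BODIPY-GDP (250 nM) complex with EPAC2 (100 nM) and GDP (50 uM). BODIPY-GDP release tracked at 480/540 nm over 30 min at room temperature, normalized to 6.5 mM cAMP.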
* = called active by the depositor; i = inactive; ? = inconclusive; . = no result given; & = joins results of further samples; [ ] = dose if it differs, or a comment. Calls follow the shape of the dose curve; as a rule, active = well fitted curve in the direction sought with a large enough effect; inconclusive = small, poorly fitted or top-dose-only effect, or another doubt; inactive = no such curve, though single readings can be large; an effect the other way counts as inactive or inconclusive. Potency is read from the fitted curve at half-maximal effect.

Start of the listing, in advance (four entries):
No.	smiles	EPAC1 ag	aSyn yeast inh	FUS suppressor	TDP-43 yeast inh
1	COc1ccc(-c2ccc3c(c2)S(=O)(=O)c2cccc(C(=O)NCc4cc(C)oc4C(F)(F)F)c2C3=O)cc1OC	-19%	3%	8%	5%
2	CC(=O)Nc1ccc(NC(=O)C(C)OC(=O)CC23CC4CC(CC(Br)(C4)C2)C3)cc1 (centres undefined)	-2%	9%	11%	-14%
3	Cn1c(Cn2nnc3ccccc32)nnc1SCC(=O)NCc1ccc2c(c1)OCO2	5%	0%	12%	-5%
4	COc1ccc(C)cc1NC(=O)CCS(=O)(=O)c1ccc2c(c1)CCN2C(C)=O	9%	-5%	2%	3%

No.	EPAC1 antagonist	PTHR1 agonist	EPAC2 antagonist	EPAC2 ag
1	1%	-17%	-4%	-5%
2	-4%	0%	-23%	7%
3	10%	-17%[57.5 µM]	3%	4%
4	11%	?	4%	10%

Results, previewed entries included:
No.	smiles	EPAC1 ag	aSyn yeast inh	FUS suppressor	TDP-43 yeast inh
1	COc1ccc(-c2ccc3c(c2)S(=O)(=O)c2cccc(C(=O)NCc4cc(C)oc4C(F)(F)F)c2C3=O)cc1OC	-19%	3%	8%	5%
2	CC(=O)Nc1ccc(NC(=O)C(C)OC(=O)CC23CC4CC(CC(Br)(C4)C2)C3)cc1 (centres undefined)	-2%	9%	11%	-14%
3	Cn1c(Cn2nnc3ccccc32)nnc1SCC(=O)NCc1ccc2c(c1)OCO2	5%	0%	12%	-5%
4	COc1ccc(C)cc1NC(=O)CCS(=O)(=O)c1ccc2c(c1)CCN2C(C)=O	9%	-5%	2%	3%
5	NC(=O)C1(N2CCCCC2)CCN(Cc2ccc(Br)cc2)CC1	-3%	-1%	-5%	4%
6	Nc1nnc(SCC(=O)OCc2ccccc2)s1	-9%	0%	30%	-22%
7	CNc1nc(=O)n(C2CCCO2)cc1C (centres undefined)	-4%	-5%	.	0%
8	N/C(Cc1ccccc1Sc1ccccc1)=N\O	16%	3%	15%	-1%

No.	EPAC1 antagonist	PTHR1 agonist	EPAC2 antagonist	EPAC2 ag
1	1%	-17%	-4%	-5%
2	-4%	0%	-23%	7%
3	10%	-17%[57.5 µM]	3%	4%
4	11%	?	4%	10%
5	-2%	i	8%	11%
6	-5%	-17%	10%	2%
7	15%	-18%	11%	-1%
8	6%	i	-1%	4%

The list goes on.
No.	smiles	EPAC1 ag	aSyn yeast inh	FUS suppressor	TDP-43 yeast inh
9	COc1ccc(S(=O)(=O)N2CCCCCC2)cc1C(=O)NC1(C)CCS(=O)(=O)C1 (centres undefined)	6%	-6%	15%	-1%
10	COc1ccc(NC(=O)c2ccc3c(SCC(=O)O)c4c(nc3c2)CCCC4)c(OC)c1	7%	4%	?	23%&25%
11	COc1ccc(CCNc2nc(-c3ccc(NC(C)=O)cc3)cs2)cc1OC	3%	0%	37%	12%
12	CCOC(=O)C1=C(N)N(c2ccccc2Oc2ccccc2)C(=O)C1	-1%	-15%	-3%	-3%
13	CCOC(=O)C1=CCN(S(=O)(=O)c2ccccc2C)C1c1cccc(F)c1 (centres undefined)	2%	17%	19%	?
14	COc1ccc(NC(=O)CSc2ncc(-c3ccc(F)cc3)n2Cc2ccco2)cc1	11%	-3%	20%	1%
15	CN(C)CCCNC(=O)N1c2ccccc2C=Cc2ccccc21	-1%	1%	6%	15%
16	CCOc1ccc(NC(=O)c2c(C)nn(-c3ccc(F)cc3)c2-n2cccc2)cc1	.	3%	-14%	17%

No.	EPAC1 antagonist	PTHR1 agonist	EPAC2 antagonist	EPAC2 ag
9	1%	-18%	10%	-1%
10	-16%	-57%	?	12%
11	13%	-21%	11%	1%
12	7%	-13%[57.5 µM]	0%	5%
13	-22%	-15%	-9%	8%
14	?	-28%	-12%	5%
15	1%	-12%	12%	0%
16	.	i	.	.

Continuation:
No.	smiles	EPAC1 ag	aSyn yeast inh	FUS suppressor	TDP-43 yeast inh
17	O=C(c1cccs1)N1CCCC1	2%	6%	8%	5%
18	Cc1ccc(S(=O)(=O)N2CCCCC2CCNC(=O)C(=O)NCc2cccnc2)cc1 (centres undefined)	-5%	0%	-11%	-19%
19	NS(=O)(=O)c1ccc(C(=O)O)cc1	-1%	6%	-38%	26%
20	Cc1cc2oc(=O)cc(CN3CCN(S(=O)(=O)/C=C/c4ccccc4)CC3)c2cc1C	-4%	9%	.	-4%
21	CCN(CC)c1ccc(NC(=O)COC(=O)CCc2cc(OC)c(OC)c(OC)c2)cc1	-15%	1%	-9%	-1%
22	CSc1ccccc1C(=O)NCCSc1ccccc1	6%	3%	15%	24%
23	Cc1ccc(S(=O)(=O)Nc2ccccc2C(=O)N2CCCCC2C)c(C)c1NS(C)(=O)=O (centres undefined)	-6%	0%	22%	-13%
24	O=C(NCc1ccc2c(c1)OCO2)C1CCC(CNc2c(N3CCCCC3)c(=O)c2=O)CC1 (centres undefined)	0%	-2%	-15%	7%

No.	EPAC1 antagonist	PTHR1 agonist	EPAC2 antagonist	EPAC2 ag
17	5%	-5%	-3%	-3%
18	10%	i	9%	2%
19	-5%	-25%	-3%	8%
20	-16%	-3%	6%	5%
21	3%	i	-3%	6%
22	-2%	i	-3%	5%
23	3%	-6%	11%	3%
24	-22%	3%	-3%	13%

Results in sequence from above:
Entries 7–16 in TDP-43 yeast inh read 0%, -1%, -1%, 23%&25%, 12%, -3%, ?, 1%, 15%, 17%

Continuation:
No.	smiles	EPAC1 ag	aSyn yeast inh	FUS suppressor	TDP-43 yeast inh
25	O=C(COC(=O)c1cnccn1)c1cccc([N+](=O)[O-])c1	-2%	-7%	15%	6%
26	CCOc1ccc(S(=O)(=O)n2cnc3ccccc32)cc1	-11%	-2%	-8%	-18%[1.82 µM]
27	CCNC(=O)CC1C(=O)N(c2ccc(C)cc2)C(=O)N1Cc1ccccn1 (centres undefined)	7%	-1%	-12%	-8%
28	Cc1cc(C)nc(SCC(=O)Nc2ccc(S(=O)(=O)Nc3ncccn3)cc2)n1	4%	-1%	17%	-15%
29	Cc1c(Cl)cccc1NC(CC(=O)c1ccccc1)C(=O)O (centres undefined)	2%	?	.	-4%
30	O=C(c1cccc(C(F)(F)F)c1)N1CCN(CCc2ccccc2)CC1	-17%	7%	-5%	0%
31	COc1ccc(OC)c(C(=O)COC(=O)C2CC3CCCC(C2)C3=O)c1 (centres undefined)	-11%	2%	-5%	24%
32	CCOC(=O)CC(=O)CSc1ncc(C(=O)OCC)c(N)n1	6%	-10%	-15%	-9%

No.	EPAC1 antagonist	PTHR1 agonist	EPAC2 antagonist	EPAC2 ag
25	7%	i	17%	6%
26	-13%	-10%	6%	3%
27	8%	-5%[57.5 µM]	-3%	6%
28	18%	-2%	-22%	-5%
29	9%	-33%[inhibitor]	7%	-9%
30	-9%	-5%	2%	1%
31	4%	i	-1%	-13%
32	2%	i	19%	10%

Some of these compounds in order of the EPAC2 antagonist value, rising.
| # | canonical_smiles | EPAC2 antagonist |
| --- | --- | --- |
| 12 | CCOC(=O)C1=C(N)N(c2ccccc2Oc2ccccc2)C(=O)C1 | 0% |
| 30 | O=C(c1cccc(C(F)(F)F)c1)N1CCN(CCc2ccccc2)CC1 | 2% |
| 29 | Cc1c(Cl)cccc1NC(CC(=O)c1ccccc1)C(=O)O (centres undefined) | 7% |

Continuation:
No.	smiles	EPAC1 ag	aSyn yeast inh	FUS suppressor	TDP-43 yeast inh
33	CC1=NN(C(=O)Cn2nc([N+](=O)[O-])cc2C)C(O)(C(F)(F)F)C1 (centres undefined)	6%	-3%	.	3%
34	Cc1ccc(NC(=O)CCn2nc([N+](=O)[O-])cc2C)nc1	4%	-5%	5%	-10%
35	Cc1ccc(O)c(-c2cc(-c3cccc(Br)c3)n[nH]2)c1	6%	1%	18%	8%[9.22 µM]
36	COc1ccc(S(=O)(=O)N2CCCCC2)cc1NC(=O)Cc1c[nH]c2ccccc12	13%	1%	?	-6%
37	CCOc1ccc(N2C(=O)CC(N(CCc3ccc(OC)cc3)C(=O)c3cccc(F)c3)C2=O)cc1 (centres undefined)	-5%	5%	20%	-7%
38	CCCCCCC1C(C#N)=C(N)OC2=C1C(=O)CC(C)(C)C2 (centres undefined)	-31%[inhibitor]	5%	5%	?
39	CC(C)c1ccc(N2C(=NC(=O)C3CC3)SC3CS(=O)(=O)CC32)cc1 (centres undefined)	-14%	-1%	3%	-9%
40	Cc1cc2nn(-c3ccccc3)nc2cc1NC(=O)c1cccs1	11%	-2%	30%	-10%

No.	EPAC1 antagonist	PTHR1 agonist	EPAC2 antagonist	EPAC2 ag
33	-9%	-62%[inhibitor]	7%	-1%
34	-10%	-15%	5%	-2%
35	-21%	-16%	0%	18%
36	0%	-21%	-15%	3%
37	6%	i	17%	7%
38	-4%	i	2%	-7%
39	-20%	-13%	4%	3%
40	4%	-9%[57.5 µM]	-5%	16%

Remaining list, next part:
No.	smiles	EPAC1 ag	aSyn yeast inh	FUS suppressor	TDP-43 yeast inh
41	CC1=C([N+](=O)[O-])C(c2ccc(Cl)cc2)NC(=O)N1C (centres undefined)	3%	3%	18%	-20%
42	CC1=C(/C=N/Nc2ccc([N+](=O)[O-])cc2[N+](=O)[O-])C(C)(C)CCC1	12%	-1%	-2%	7%
43	CC1=C(C(=O)Nc2ccc(C(=O)NCCCN3CCCCC3C)cc2)SCCO1 (centres undefined)	0%	-6%	1%	15%
44	COc1ccc(C[C@H]2c3cc(O)c(OC)cc3CC[N+]2(C)[O-])cc1O (some centres undefined)	-8%	5%	6%	-26%

No.	EPAC1 antagonist	PTHR1 agonist	EPAC2 antagonist	EPAC2 ag
41	-15%	i	7%	1%
42	6%	-10%	-1%	5%
43	-15%	-60%[inhibitor]	-1%	3%
44	-16%	-35%[inhibitor]	3%	8%

These rows are one share of the data; count on the stated rates, not on these rows.
